# Screening results (PubChem)
# OX1R antag-1: antagonists of human orexin 1 receptor (OX1R); 330,000 tested, 1.8% active; Orexin/Hypocretin receptor type 1 (Homo sapiens), O43613; AID 485270, 2010; inhibition, % at 6.6 µM; OX1R-expressing cells, FRET antagonist read-out; in the data active means inhibition mostly above about 38%, no sharp cut-off; inactive means mostly below about 40%;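 further: 0% = agonist challenge alone and 100% = reference antagonist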
# Target sequence (O43613 whole entry, looked up): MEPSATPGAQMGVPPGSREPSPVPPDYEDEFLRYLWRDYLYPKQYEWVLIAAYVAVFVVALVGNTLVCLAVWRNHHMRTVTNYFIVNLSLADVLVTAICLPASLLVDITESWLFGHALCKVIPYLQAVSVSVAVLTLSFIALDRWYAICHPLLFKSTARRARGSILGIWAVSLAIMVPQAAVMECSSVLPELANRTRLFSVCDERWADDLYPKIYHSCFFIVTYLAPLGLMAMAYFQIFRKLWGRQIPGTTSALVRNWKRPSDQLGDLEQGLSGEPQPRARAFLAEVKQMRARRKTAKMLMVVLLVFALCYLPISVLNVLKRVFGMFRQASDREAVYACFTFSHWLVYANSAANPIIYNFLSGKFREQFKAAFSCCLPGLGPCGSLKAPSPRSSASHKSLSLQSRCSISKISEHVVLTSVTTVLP
# OX1R antag-2: OX1R (HCRTR1) antagonists, primary screen, fluorescence, CHO/OX1R cells, Fluo-8 calcium, orexin A; 330,000 tested, 0.43% active; Fluo-8 calcium fluorescence; inhibition, % at 5 µM; AID 434989, 2010;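 active means inhibition above its plate's threshold, mean inhibition of all tested compounds on the plate plus 3 SD, cut at about 37% in these data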;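 further: 0% = orexin A challenge wells and 100% = SB-334867-A antagonist wells; not every result past the cut was called active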
# The depositor's hits bear a star.
SMILES,OX1R antag-1,OX1R antag-2
CC(C)C(=O)Nc1ccc(C(=O)NNC(=O)C(c2ccccc2)c2ccccc2)cc1,12,-7
CCCCn1c(N)c(N(CC(C)C)C(=O)C2CCC2)c(=O)[nH]c1=O,7,-7
CCOC(=O)N1CCN(S(=O)(=O)c2ccc(C(=O)Nc3nc4c(s3)CC(C)CC4)cc2)CC1 (stereo unspecified),5,-16
O=C(CSc1ncnc2c1cnn2-c1ccc(F)cc1)NC1CCCC1,-1,-8
NS(=O)(=O)c1ccc(CCNC(=O)CCCOc2ccccc2)cc1,9,8
CC1CCC(NC(=O)COC(=O)CCC(=O)c2ccc(Cl)s2)CC1 (stereo unspecified),-4,-17
CC[C@H](C)[C@@H](C(=O)NCCCCCCCCCCC(=O)N1CCNCC1)n1cc(CCCCCN)nn1,26,-14
COc1ccc(C)cc1NC(=O)c1ccc(NS(=O)(=O)c2cccs2)cc1,24,-22
CSc1nc2ncc(C#N)cn2n1,12,-10
CCC/C(=N/Nc1ccc(Cl)cc1)c1cnnc(-c2ccccc2)n1,8,-2
O=C(C1CCCCC1)N(Cc1ccccc1)c1ccccn1,18,-21
O=C(CSc1nnc(-c2cccnc2)n1CCN1CCCCC1)Nc1cccc(Cl)c1,12,-46
O=C(Nc1cccc(S(=O)(=O)Nc2ccc(Cl)cc2)c1)c1ccc[n+]([O-])c1,2,-9
CCOc1ccccc1NC(=O)C1CCCN(C(=O)Nc2ccccc2)C1 (stereo unspecified),12,-23
COc1ccc(C(=O)C[n+]2ccc3c(c2)nc(-c2cc(OC)c(OC)cc2OC)n3C)cc1,-1,2
CCCNC(=O)c1ccccc1N1CCN(CCCCN2C(=O)C3CCCCN3C2=O)CC1 (stereo unspecified),1,-23
CC(C)NC(=O)c1onc(CSc2cccc3ccccc23)c1C(=O)O,34,-11
CCN(CC)S(=O)(=O)c1ccc(N=Nc2c(C)[nH]n(C(N)=S)c2=O)cc1,55,-28
CNC(=O)C(=O)N1CCC2(CC1)OCCN2S(=O)(=O)c1ccc(C)cc1,20,-11
COc1ccccc1C(=O)Nc1nnn(C)n1,4,-8
O=C(Cn1cc(C(=O)c2cccs2)c2ccccc21)NCc1cccs1,32,-12
COc1cccc(OC)c1OC(=O)c1cnccn1,18,-14
CCCCN(CCCC)S(=O)(=O)c1ccc(NS(=O)(=O)c2ccc(NC(C)=O)cc2)cc1,8,-14
CC(=NC(C)C)C1=C(O)CCC1=O,2,2
CC(C)(C)c1ccc(C(=O)Nc2ccc(N3CCOCC3)cc2)cc1,10,-22
# (listing goes on)
SMILES,OX1R antag-1,OX1R antag-2
Cc1ccc(-c2nnc(N3CCN(C(=O)Cn4c(=O)n(C)c5ccccc54)CC3)c3ccccc23)cc1,9,0
O=C(COC(=O)c1ccccc1Br)NCc1ccccc1,8,-14
Cc1cc(NC(=O)COc2cccc(Oc3ccccc3)c2)no1,13,13
C[N+](C)(C)CCCC(=O)c1ccc2c(c1)OCO2,14,8
CCOC(=O)c1ccc(Nc2ncnc3ccc(C)cc23)cc1,23,5
Cc1ccccc1-n1ncc2c1CC(C)(C)CC2NC(=O)CCN1Cc2ccccc2C1=O (stereo unspecified),16,-42
COc1cccc(OC)c1OCCOCCN1CCN(C)CC1,11,-111
O=C(c1cc2sccc2n1Cc1ccc(F)cc1)N1CCc2ccccc21,19,5
CN(C)c1ccc(/C=C(\NC(=O)c2ccccc2)C(=O)NCCCn2ccnc2)cc1,40*,-1
O=C(COC(=O)COc1ccc(Br)cc1)NCC1CCCO1 (stereo unspecified),5,-18
Cc1ccc(S(=O)(=O)N(C)C)cc1NC(=O)C1Cc2ccccc2CN1C(=O)c1ccco1 (stereo unspecified),19,-36
CN1CCN(c2oc(COc3ccc(-c4ccccc4)cc3)nc2C#N)CC1,2,-4
CC1CCC2(CC1)NC(=O)N(CC(=O)N(Cc1ccccc1)C(C)(C)C)C2=O (stereo unspecified),9,-6
CCCCNC(=O)c1onc(CSc2ccc(C(C)C)cc2)c1C(=O)O,32,-4
CCNC(=O)COc1ccc(S(=O)(=O)Nc2ccccc2)cc1,9,-3
Cc1cc(NC(=O)CSc2nc(CCC3CCCC3)nc3ccccc23)no1,19,-18
Cc1cc(C)c2c(n1)nn1c(N3CCN(c4ccccc4C)CC3)cc(C)nc21,16,-24
CC1CCCCC12NC(=O)N(CC(=O)NCCc1ccc(S(N)(=O)=O)cc1)C2=O (stereo unspecified),2,10
COc1ccc(NC(=O)Nc2ccc3c(c2)CCC3)cc1OC,37,-11
C=CCn1c(SCc2ccc(C(=O)OC)cc2)nnc1-c1sc(N)nc1C,10,-16
Cc1ccc(S(=O)(=O)N(Cc2ccccc2F)C(=O)N2CCN(C)CC2)cc1,6,-4
Cc1nn(-c2ccccn2)c2nc(-c3cccs3)cc(C(=O)NCc3ccco3)c12,26,-28
Cc1cc(/C=N/NC(N)=S)c(C)n1-c1cccc(Cl)c1,9,11
O=C(/C=C/c1ccccc1)NCCN1CCOCC1,26,-6
O=C(c1ccccc1NS(=O)(=O)c1cccc2cccnc12)N1CCOCC1,4,-1
# Later entries
SMILES,OX1R antag-1,OX1R antag-2
CCCC(C)NCC(=O)Nc1ccccc1-c1ccccc1 (stereo unspecified),12,-16
CC1(C)Cc2c(sc3ncn4nc(-c5ccco5)nc4c23)CO1,5,-7
COc1ccc(C)cc1NC(=O)NC1CCCc2ccccc21 (stereo unspecified),19,-14
C#CCOCCOCCOCCNc1nc(N2CCN(C(=O)[C@H](CCCN=C(N)N)n3cc(C(N)[C@@H](C)CC)nn3)CC2)nc(N2CCN(C(=O)[C@H](CO)n3cc([C@@H](N)C(C)C)nn3)CC2)n1 (stereo partly specified),1,-9
COc1ccc(N2C(=O)CC(Nc3ccc(C)cc3)C2=O)cc1 (stereo unspecified),14,-15
COCCNC(=O)c1cnn2c1NC(c1ccco1)CC2C(F)(F)F (stereo unspecified),25,-12
CC(Sc1nnc(COc2ccc3ccccc3c2)n1C)C(=O)O (stereo unspecified),18,-1
Cc1cc(N2CCCCC2)nc2ccc(NC(=O)c3ccc(Br)o3)cc12,27,-44
CCCc1nnc(NC(=O)CCC(=O)N2CCC(C)CC2)s1,10,-3
CC(C)CNC(=O)Nc1ccc(F)c(Cl)c1,3,-13
Cn1c(N)c(C(=O)CSc2nc3ccccc3n2-c2ccccc2)c(=O)n(C)c1=O,21,-8
CN(C)c1ccc(/C=C/c2nnnn2-c2ccccc2)cc1,34,-13
CCOc1ccc(/C=C2\SC(=S)N(CCC(=O)Nc3cccc(C(=O)O)c3)C2=O)cc1,-12,7
CCOC(=O)N1CCN(C(=O)CSc2nnc(-c3cccc(Cl)c3)o2)CC1,16,-10
O=C(CN1CCC(Cc2ccccc2)CC1)N1CCc2ccccc2C1,10,-35
CCOC(=O)c1ccc(NC(=O)CCCN2C(=O)NC3(CCCC3)C2=O)cc1,2,-15
O=C(CNC(=O)c1cccs1)N/N=C/c1c(F)cccc1Cl,14,-3
CC(C)=CCCC1(C)C=Cc2c(c(C)cc3c2[nH]c2cc(O)ccc23)O1 (stereo unspecified),11,2
O=C(O)c1ccc(CNCc2c(Cl)cccc2Cl)cc1,4,-7
O=C(Nc1cccc(F)c1)c1c(O)c2ccccc2[nH]c1=O,-4,-20
Cn1nccc1C(=O)Nc1sc2c(c1C#N)CCCC2,19,-18
O=S(=O)(Nc1ncccn1)c1ccc(NC(=S)Nc2cccc(Cl)c2)cc1,6,-14
c1ccc(Sc2ncnc3c2oc2ccccc23)nc1,16,-14
Cc1ccc(C(=O)/C=C/C(=O)c2ccc(C)cc2)cc1,2,8
CCN(CC)CCN(Cc1cc2cc3c(cc2[nH]c1=O)OCO3)C(=S)NCCCOC,2,-7
# (further entries)
SMILES,OX1R antag-1,OX1R antag-2
COC(=O)[C@]1(Cc2ccccc2)N[C@H](CN(C)S(=O)(=O)c2ccc(OC(F)(F)F)cc2)[C@@H]2C(=O)N(C)C(=O)[C@@H]21,5,-30
C=CCNC(=S)NNC(=O)Cn1c(-c2ccccc2)cc(=O)n2ncnc12,6,-10
S=C(NCc1ccco1)N1CCN(c2nc(-c3ccccc3)cs2)CC1,15,-9
Cc1[nH]c2ccccc2c1-c1ccc(Cl)nn1,33,-18
O=C(NCCc1cccc(C(F)(F)F)c1)C1CCC(=O)N(C2CC2)C1 (stereo unspecified),8,-6
COc1ccc(CC(=O)Nc2nnc(C(C)(C)C)s2)cc1OC,13,-8
CS(=O)(=O)N(CC(=O)N1CCCCC1)c1sc2c(c1C#N)CCCC2,18,-13
O=C(N/C(=C/c1ccccc1)C(=O)N1CCCCCC1)c1ccccc1,17,-10
Cc1ccc(F)c(NC(=O)c2ccc(Cn3cc(Cl)cn3)cc2)c1,6,1
Cc1cc([N+](=O)[O-])nn1CC(=O)NCc1cccs1,26,-4
N#Cc1ccc(S(=O)(=O)N2CCC(C(=O)N3CCN(Cc4ccc5c(c4)OCO5)CC3)CC2)cc1,11,4
Cc1cc(NC(=O)c2ccc(N3C(=O)CCC3=O)cc2)no1,8,4
COc1ccc(-c2cc(-c3ccc(OC)cc3)nc(-c3ccc4c(c3)NC(=O)CO4)c2)cc1,2,-14
CCN(CC(=O)Nc1c(F)cccc1F)C(=O)c1ccc2c(c1)OCCO2,14,-25
COc1ccc2c(c1)c1ccccc1n2C,6,-4
CCCCCn1c(=O)[nH]c2cc(C(=O)O)ccc2c1=O,3,-5
Cc1ccccc1S(=O)(=O)/N=C(/c1ccccc1)N1CCOCC1,6,1
COc1ccc(C(=O)COC(=O)CCC(=O)c2cccs2)cc1,16,-6
Cn1cnnc1Sc1ccc(/C=C/C(=O)c2ccc(O)cc2)cc1[N+](=O)[O-],22,-7
OC1CCCN(C(=S)Nc2ccc(SC(F)F)cc2)C1 (stereo unspecified),16,-5
COc1ccccc1-c1cc(C(F)(F)F)nc(S(=O)(=O)CCCC(=O)N2CCOCC2)n1,13,-24
C/C(=N\NC(=O)c1ccc(C)cc1)C1C(=O)c2ccccc2C1=O,23,-21
COc1ccc(C2C(C(=O)NCC3CCCO3)c3cc(OC)c(OC)cc3C(=O)N2C)cc1OC (stereo unspecified),-8,-10
CCCC[C@@H]1C=C(C(=O)O)[C@H](c2ccc(Cl)c(Cl)c2)N1S(=O)(=O)c1ccc(C)cc1,29,9
Cc1ccc(-c2n[nH]c3c2CCC3)cc1,41,-32
# Going on with the list:
SMILES,OX1R antag-1,OX1R antag-2
Cc1ccc(C(=O)N2CCN=C2SCc2ccc([N+](=O)[O-])cc2)cc1C,15,-7
CCOC(=O)[C@@H]1[C@H]2COc3ccc(Br)cc3[C@H]2N2C(=O)N(c3cccc(Cl)c3)C(=O)[C@]12C,35,-41
CCCCc1nc(N2CCOCC2)c(C#N)c2c1COC(C)(C)C2,28,-38
O=C(Cn1ncc2c(=O)oc3ccccc3c21)N1CCCc2ccccc21,13,-13
CCCC(c1nnnn1CC(=O)OCC)N(Cc1cc2c(C)cc(C)cc2[nH]c1=O)C1CCCC1 (stereo unspecified),29,-34
CN(C)CCN(C(=O)c1ccc(C(=O)c2ccccc2)cc1)c1nc2cc3c(cc2s1)OCCO3,17,-18
CC(C)N1C(=O)C2C(C(=O)NC3CCCCC3)C3C=CC2(O3)C1C(=O)NC1CCCC1 (stereo unspecified),9,2
O=C(NCc1ccccn1)c1ccc(Cl)c(S(=O)(=O)N2CCCCC2)c1,10,-29
CC(C)(C)OC(=O)N1O[C@H]2C[C@@H]1[C@@H]1[C@@H]2N=NN1C12CC3CC(CC(C3)C1)C2,1,-16
COc1ccccc1C(=O)N(NC(=O)Oc1ccccc1)C(C)(C)C,2,-2
COc1ccc(NC(=S)N2CCC(N(C)CC3CCCO3)CC2)cc1 (stereo unspecified),-6,-7
COC(=O)c1cc(NS(=O)(=O)c2ccc(N3CCC(C)CC3)c([N+](=O)[O-])c2)cc(C(=O)OC)c1,-17,-27
CC(=O)Oc1c(I)cc(I)cc1C(=O)Nc1ccc(Cl)cc1,80*,9
Cc1cc(C)c(NC(=O)C2CCCN2CCOC(=O)c2cccc([N+](=O)[O-])c2)c(C)c1 (stereo unspecified),97*,-7
COc1cc2ccccc2cc1C(=O)N1CCN(C)CC1,7,-3
CCCS(=O)(=O)c1c(S(=O)(=O)CCC)c2cnccn2c1C(=O)c1ccc(Cl)cc1,-2,-30
O=C1NC(=Nc2cccc([N+](=O)[O-])c2)SC1(CO)CO,12,-4
Cc1noc(C)c1N=Nc1ccccc1C(=O)O,16,-15
CCCOC1OC(=O)c2c1ccc(OC)c2OC (stereo unspecified),8,-2
CC(NC(=O)COC(=O)CCC(=O)c1ccc(Cl)cc1)c1ccccc1 (stereo unspecified),10,-3
